# aSyn rescue = qHTS of alpha-syn Inhibitors. Yeast expressing alpha-synuclein, growth rescue, BacTiter-Glo, 24 h. Potency, µM (doses to about 46.1 µM), inactives show top-dose growth rescue (activation), hits mostly activators. hit rate 0.14% among 370,000; also: potency is read from the fitted curve at half-maximal effect; % of control where 0% means no effect; nearly all actives have a fitted effect of over 65% in size
#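 Rescue of yeast growth: cells expressing toxic alpha-synuclein, induced in galactose at OD600 0.02, incubated with compound 24 h at 30 C. ATP luminescence quantified growth; inhibitors of toxicity appear as activators.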
# FUS suppressor = qHTS for Suppressors of FUS Proteinopathy: Primary screen using FUS-linked yeast assay; S. cerevisiae FUS-expressing, growth rescue, OD600, 24 h; Potency, µM (top dose mostly 76.6 µM), for the others: top-dose growth rescue (activation), usual class: activators; hit rate 0.24% among 390,000;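 also: potency is read from the fitted curve at half-maximal effect; plate controls were DMSO vehicle for no effect and reference control for full effect; nearly all actives have a fitted effect of over 55% in size; some results filed as inactive show a strong effect at the top dose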
#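 Steps: raffinose overnight preculture; dilution to OD 0.005 in 2% galactose minimal medium; compound addition (concentration series); 24hr at 30C, 99% humidity; absorbance read at 600 nm.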
# D3 antag = qHTS of D3 Dopamine Receptor Antagonist: qHTS. D3R cells, DiscoveRx beta-arrestin luminescence, antagonist mode; active compounds read low. D(3) dopamine receptor (Homo sapiens), P35462. AID 652054, 2013. max response, negative = inhibition, %. hit rate 2.5% among 360,000; in the data active = max response below about -50%; inconclusive = no clear call, values can overlap the other calls; also: % is scaled to controls: 0 for no effect and ±100 for the full control effect; mostly tested at two doses, the higher about 12 µM
# Target sequence (P35462 whole entry, looked up): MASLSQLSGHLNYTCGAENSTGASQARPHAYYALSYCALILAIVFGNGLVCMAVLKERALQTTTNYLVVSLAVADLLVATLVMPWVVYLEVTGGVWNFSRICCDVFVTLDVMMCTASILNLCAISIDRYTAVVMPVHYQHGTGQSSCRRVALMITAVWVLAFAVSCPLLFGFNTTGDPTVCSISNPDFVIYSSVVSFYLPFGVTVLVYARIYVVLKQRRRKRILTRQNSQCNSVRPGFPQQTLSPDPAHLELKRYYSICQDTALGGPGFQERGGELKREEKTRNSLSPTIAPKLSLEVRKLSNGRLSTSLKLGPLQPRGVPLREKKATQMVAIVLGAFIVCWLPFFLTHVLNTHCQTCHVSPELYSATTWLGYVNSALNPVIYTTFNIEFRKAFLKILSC
#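 Cells plated overnight at 1500 cells/well, then exposed to library compounds with dopamine controls for 90 minutes at 37 degrees C. DiscoveRx reagent added for 30–60 minutes at room temperature; luminescence read, quantitative HTS format.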
# EPAC2 antag = qHTS for Antagonist of cAMP-regulated guanine nucleotide exchange factor 2 (EPAC2): primary screen; Rap guanine nucleotide exchange factor 4 (Homo sapiens), Q8WZA2; EPAC2 GEF exchange of Rap1B-BODIPY-GDP, fluorescence; Potency, µM (titrated, usually from 114 µM), inactives show at the highest dose activity, negative = inhibition, hits mostly inhibitors; hit rate 0.18% among 360,000; AID 720708, 2013; also: potency is read from the fitted curve at half-maximal effect; % is scaled to controls: 0 for no effect and ±100 for the full control effect; nearly all actives have a fitted effect of over 45% in size; many of its hits are not listed in these tables
# Abeta yeast res = qHTS for compounds that reverse cellular toxicity of Amyloid beta (A-beta) peptide in yeast: Primary Screen | yeast expressing A-beta42, growth rescue, OD600, 48 h; response scale: 0% DMSO, 100% iron-clioquinol control | Potency, µM (highest dose often 46.1 µM), for inactives: at the highest dose growth rescue, hits mostly activators | hit rate 0.063% among 410,000; also: potency is read from the fitted curve at half-maximal effect; nearly all actives have a fitted effect of over 55% in size
#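 Yeast growth medium received pinned compounds, then yeast cells expressing toxic A-beta were added; plates incubated at 30 C for 48 hr. Growth read as absorbance at 600 nm, normalized to DMSO and equimolar FeCl3 plus clioquinol controls.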
# TDP43 rescue = qHTS of TDP-43 Inhibitors; TDP-43 expressing yeast growth rescue, BacTiter-Glo, 24 h; Potency, µM (series often up to 46.1 µM), for the others: at the top dose growth rescue (activation), hits mostly activators; hit rate 1.8% among 410,000; AID 652104, 2013; also: potency is read from the fitted curve at half-maximal effect; % of control where 0% means no effect; nearly all actives have a fitted effect of over 50% in size
#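 In this qHTS, compounds that restore growth of yeast expressing TDP-43 appear as activators. Cells (OD600=0.02, galactose medium, raffinose-pregrown) are incubated with compound 24 hr at 30 deg C and growth is quantified by BacTiter-Glo.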
# D3 ag = qHTS of D3 Dopamine Receptor Agonist: qHTS. D3R DiscoveRx beta-arrestin cells, luminescence, 90 min. max activation, %. hit rate 0.58% among 410,000. AID 652048, 2013; in the data active = max activation above about 30%; also: 0% is about no effect; mostly tested at two doses, the higher about 12 µM
#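 Agonist mode: compounds and dopamine controls were applied to plated cells for 90 min at 37 degrees C after an overnight attachment at 1500 cells/well. Luminescent read-out followed 30 - 60 minutes at room temperature with DiscoveRx detection reagent.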
# EPAC2 agonist = qHTS for Agonist of cAMP-regulated guanine nucleotide exchange factor 4 (EPAC2): primary screen. hit rate 0.079% among 360,000. EPAC2 activation, biochemical qHTS; response scale: 100% = 6.5 mM cAMP response. Rap guanine nucleotide exchange factor 4 (Homo sapiens), Q8WZA2. Potency, µM (series often up to 154 µM), without a hit: at the top dose activation, hits mostly activators; also: potency is read from the fitted curve at half-maximal effect; nearly all actives have a fitted effect of over 50% in size
#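 Guanine nucleotide exchange by EPAC2 is measured as reduced fluorescence of BODIPY-GDP once it is released from 250 nM Rap1B. Plates are read kinetically for 30 min at room temperature; results are scaled to 6.5 mM cAMP.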
# Numbers without * were called inactive; ? = inconclusive; . = not tested or not shown; & = joins results of further samples; [ ] = dose if it differs, or a comment. Unless noted, calls follow the shape of the dose curve; as a rule, active = well fitted curve in the direction sought with a large enough effect; inconclusive = small, poorly fitted or top-dose-only effect, or another doubt; inactive = no such curve, though single readings can be large; an effect the other way counts as inactive or inconclusive.
SMILES,aSyn rescue,FUS suppressor,D3 antag,EPAC2 antag,Abeta yeast res,TDP43 rescue,D3 ag,EPAC2 agonist
COc1cc(NC(=O)CCc2c(C)nn(-c3ccc4nncn4n3)c2C)cc(OC)c1OC,.,-21%,.,.,-10%,12%,9,.
CCOCCn1c(-c2ccccc2)nc2ccccc21,-8%,9%,-18,4%,-4%,-6%,65*,17%
CCOc1ccc(NC(=O)CSc2nc3ccccc3c(=O)n2CCCC(=O)N2CCCC2)cc1,.,-12%,?,5%,33%,13%,1,-4%
CNC(=O)c1[nH]cnc1C(=O)N[C@@H](Cc1ccccc1)C(=O)OC(C)(C)C,-8%,26%,3,-6%,-8%,12%,-4,0%
N#CCCN(C(=O)CSc1nc2nc(-c3cccs3)cc(C(F)(F)F)c2c(=O)[nH]1)c1ccccc1,-4%,5%,-6,5%,-11%,-11%,6,0%
O=C(C=C=Nc1ccccc1)C(=O)N=C=Cc1ccccc1,-3%,7%,?,2%,-10%,-24%,-16,5%
O=C(NC(=S)NNC(=O)c1cc2ccccc2cc1O)c1ccco1,8%,14%,14,-4%,-4%,?,3,6%
CCCCNS(=O)(=O)c1ccc2nc(NC(=O)c3cccnc3)sc2c1,.,20%,.,.,-8%,7%[9.22 µM],5,.
O=C(CCn1cnc2ccccc2c1=O)NCc1ccccc1,-5%,-13%,.,.,-14%,8%,-9,.
CCCOc1ccc(-c2cn3ccccc3n2)cc1[N+](=O)[O-],-8%,15%,9,-2%,-10%,0%,0,1%
O=C(COC(=O)Cc1ccccc1[N+](=O)[O-])NC1CCCC1,4%,0%,8,4%,-1%,5%,-1,7%
Cc1ccc(-n2nnc3c(=O)n(Cc4cccc(C)c4)cnc32)cc1,3%,-25%,-1,-9%,4%,30%,-8,-1%
CN(C)CCNC(=O)c1cccc(-c2cnc3c(NC=O)cc(-c4ccccc4F)cn23)c1,-3%,-1%,4,7%,-3%,15%,4,0%
CCOc1cc(-c2nc(-c3ccccc3)c(-c3cc([N+](=O)[O-])ccc3C)[nH]2)ccc1O,-13%,?,-23,9%[57.1 µM],-7%,11%,-2,7%
Cc1ccc(N2CC(C(=O)Nc3ccc(N4CCOCC4)cc3)CC2=O)cc1C (stereo unspecified),1%,1%,-6,21%,8%,-17%,-6,-8%
Fc1ccc(-c2cc(-c3nc(-c4ccccc4)no3)[nH]n2)cc1,.,-13%,.,.,6%,0%,1,.
CCOC(=O)c1ccc(N2C(=O)CC(Sc3nc(C)cc(C)n3)C2=O)cc1 (stereo unspecified),2%,21%,12,-5%,-1%,8%,-2,-4%
N#Cc1cn(-c2ccccc2)nc1-c1ccco1,.,-9%,-18,-1%,-7%,8.9µM*,-3,10%
CC(C)c1ccc(NS(=O)(=O)c2ccc3nc(-c4ccccc4)[nH]c3c2)cc1,.,-2%,.,.,-15%,17%,3,.
Cc1ccc(N(CC(=O)NCc2ccncc2)S(C)(=O)=O)cc1Cl,0%,12%,6,-7%,6%,-4%,-2,0%
C[C@H](NC(=O)c1nc[nH]c1C(=O)N1CCN(C(=O)OC(C)(C)C)CC1)C(=O)OCc1ccccc1,4%,25%,20,-1%,8%,1%,12,9%
CC(=O)c1cc2c(cc1NS(=O)(=O)c1ccc(C)cc1)OCCO2,0%,-17%,0,-1%,12%,-5%,-4,16%
NC[C@@H]1O[C@H](C23CC4CC(CC(C4)C2)C3)Cc2c1ccc(O)c2O,0%&5%,-5%,31,-12%,-8%,-27%,88*,-8%
CC(NC(=O)c1ccc(CS(C)(=O)=O)cc1)c1ccc(-c2ccccc2)cc1 (stereo unspecified),5%,6%,10,-6%,7%,-3%,10,7%

# Three records picked at random from those above, as already listed:
SMILES,aSyn rescue,FUS suppressor,D3 antag,EPAC2 antag,Abeta yeast res,TDP43 rescue,D3 ag,EPAC2 agonist
Cc1ccc(N(CC(=O)NCc2ccncc2)S(C)(=O)=O)cc1Cl,0%,12%,6,-7%,6%,-4%,-2,0%
C[C@H](NC(=O)c1nc[nH]c1C(=O)N1CCN(C(=O)OC(C)(C)C)CC1)C(=O)OCc1ccccc1,4%,25%,20,-1%,8%,1%,12,9%
Fc1ccc(-c2cc(-c3nc(-c4ccccc4)no3)[nH]n2)cc1,.,-13%,.,.,6%,0%,1,.

# Other entries follow.
SMILES,aSyn rescue,FUS suppressor,D3 antag,EPAC2 antag,Abeta yeast res,TDP43 rescue,D3 ag,EPAC2 agonist
COc1ccc(CNC(=O)CCN2C(=O)[C@@H]3Cc4ccccc4CN3C2=O)cc1,-6%,-7%,-2,6%,6%,0%,-7,9%
COc1ccc(CN2C(=O)C(CC(=O)NCc3cccc4ccccc34)CC(C(=O)N3CCOCC3)=C2C)cc1 (stereo unspecified),3%,15%,-2,1%,0%,24%,2,2%
Cn1nc(C(=O)Nc2ccccc2Cl)cc1C(=O)Nc1ccccc1Cl,-6%,6%,48,-1%,-6%,-7%,10,3%
CN1CCC(=NNC(=O)C(=O)Nc2ccccc2)CC1,-1%,-14%,7,2%,11%,-9%,-5,12%
COc1ccccc1Cc1c(-c2ccc(C#N)cc2)nc2c(C)cc(Br)cn12,-22%,?,-6,9%,-13%,22%,1,11%
O=C(CCS(=O)(=O)c1ccc(Cl)cc1)NCCc1c[nH]c2ccccc12,-1%,45%,0,-5%,-2%,-15%[0.397 µM],5,4%
CN(CCc1ccccn1)C(=O)CC1C(=O)NCCN1Cc1ccc(-c2ccccc2)cc1 (stereo unspecified),1%,13%,8,24%,-11%,-29%,1,7%
Cc1ccc2c(c1)nnn2C1CCN(CC(=O)NCCc2nc3ccccc3[nH]2)CC1,-3%,0%,-28,-6%,17%,-11%,-20,8%
Cc1ccc(-c2csc(N3CCC(C(N)=O)(N4CCCCC4)CC3)n2)cc1,?,-17%,19,14%,-1%,30%,2,-8%
Cc1noc(C)c1CSCC(=O)Nc1cc(Cl)ccc1N1CCCCC1,16%,29%,0,-17%,10%,?,-1,8%
CCCCCCCCCCCC(=O)c1c(O)cccc1O,-33%[inhibitor],-21%,7,-21%,-35%[inhibitor],-80%[inhibitor],5,-20%
Cc1ccc(-c2nnc(SC(C)C#N)n2N)cc1 (stereo unspecified),-5%,10%,1,-3%,16%,-4%,-1,1%
CCN1CCN(C(=O)c2ccc(COc3ccc(Cl)cc3)o2)CC1,4%,-5%,?,-7%[57.1 µM],9%,-13%,-15,9%
O=C(CN(Cc1ccc(Br)cc1)S(=O)(=O)c1ccccc1)NCc1ccncc1,-4%,.,-21,-11%,-8%,-7%,1,4%
COCCCNC(=O)CN1C(=O)CSc2ccc(S(=O)(=O)N3CCOCC3)cc21,0%,16%&7%,-1,-6%,-9%&-21%,13%&15%,9&0,0%
COc1ccc(Cl)cc1NS(=O)(=O)c1cccc(C(=O)NCC2(N(C)C)CCCCC2)c1,8%,.,-18,-1%,6%,8%,-18,2%
CC(C)(C)C1CCC(=O)C(C2(O)C(=O)Nc3ccccc32)C1 (stereo unspecified),3%,4%,8,3%,9%,-1%,1,5%
C=Cn1ccnc1CC(O)c1ccc(OC)cc1 (stereo unspecified),-9%,-3%,2,0%,14%,-3%,-6,16%
CCN(CC)S(=O)(=O)c1ccc(C)c(NC(=O)Cn2cnc3cc([N+](=O)[O-])ccc3c2=O)c1,7%,?,-7,?,-4%,4%,-1,-2%
COc1ccccc1-c1nnc(C2CCN(S(=O)(=O)c3ccccc3)CC2)o1,.,2%,.,.,-2%,?,7,.
COc1ccc(NC(=O)CS(=O)CC(=O)Nc2ccc(OC)c(OC)c2)cc1 (stereo unspecified),1%,11%,-29,-1%,3%,8%,-5,2%
Cc1cc(C)c(NC(=O)/C(=C/c2ccccc2)c2ccccc2)c(C)c1,-17%,.,-8,-28%,-10%,4%,-3,18%
COCCCN1CN=C(NS(=O)(=O)c2ccc(NC(C)=O)cc2)NC1,.,2%,.,.,-15%,-1%,-9,.
O=C1C(=Cc2cccc(F)c2)Cc2ccccc21,8%,-10%,0,-9%,-25%,0%,1,5%
Cc1ccc(C)c(N2CCN(C3(c4ccccc4)C(=O)c4ccccc4C3=O)CC2)c1,.,14%,.,.,8%,-10%,-8,.
COc1ccc(CCN2CC(C(=O)N(C)CC(=O)Nc3ccc(F)c(F)c3F)CC2=O)cc1OC (stereo unspecified),1%,.,-28,7%,6%,0%,4,-6%
COc1ccc(C)cc1N(C(=O)c1ccco1)C(C(=O)NC1CCCC1)c1ccc(N2CCOCC2)cc1 (stereo unspecified),7%,27%,-22,-16%,-6%,-13%,-7,3%
CCCOc1nc2c(c(=O)n(C)c(=O)n2C)n1C,2%,-7%,2,1%,-4%,4%,5,3%
CN(C)/C=C1\NC(=S)N(c2ccc(Cl)cc2)C1=O,-1%,7%,2,-4%,0%,-5%,1,3%
CCC(=O)C1CCCN(C(=O)CCc2nnc(C3(c4ccc(Cl)cc4)CCC3)o2)C1 (stereo unspecified),-4%,.,4,17%,-2%,-15%,-1,-7%
CCc1cc2cc(C)c(C)cc2nc1SCC(=O)NNC(=O)c1ccco1,1%,10%,17,-1%,-2%,-2%,4,-1%
Oc1c(CN2CCOCC2)cc(CN2CCOCC2)c(O)c1CN1CCOCC1,-2%,31%,8,-8%,-24%,-6%,-1,4%
COC(=O)C1=NN(C(=O)c2cccc(Br)c2)C(O)(c2ccc(Cl)cc2)C1 (stereo unspecified),18µM*,37%,23,-13%[57.1 µM],-2%,?,2,?
O=C1CCCc2nn(-c3ccccc3)nc21,-1%,?,-5,-11%,-11%,19%,1,6%
CCCCCCNC(=O)CC(NS(=O)(=O)c1ccc(OC)cc1)C(C)C (stereo unspecified),0%,24%,-16,3%,21%,7%,-2,-4%
CCOc1ccc(CSC2=NCCN2)cc1[N+](=O)[O-],0%,2%,-20,-6%,-3%,-5%,-25,5%
CSc1cccc(-c2nnc(NC(=O)c3ccc4c(c3)OCCO4)o2)c1,.,-3%,.,.,-3%,30%,-10,.
CCOc1ccc2[nH]c(C)c(CN3CCOCC3)c(=O)c2c1,-4%,-5%,-12,9%,3%,-24%,-8,5%

# From PubChem

# This is a subset, so the mix of outcomes need not match the whole.
